# High-throughput results as filed in PubChem BioAssay.
# E-sel inducer – E-selectin induction on HUVECs; P16581; activation, % at 7.58 µM; 0.37% of 260,000 active; HUVEC E-selectin immunofluorescence imaging; normalized: neutral wells 0, TNF-alpha wells 100; AID 686992;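 active means mean E-selectin-positive cell signal at least 10% of the positive control, reached in at least 60% of replicates, without over 20% cell loss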;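 further: in these data hits start at about 27%; measured in HUVEC primary endothelial cells; signal is the percent of cells scored E-selectin positive by PE staining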
#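 Assay system: HUVEC primary endothelial cells. Input: 3,000 HUVEC seeded per well. Doses: one compound dose added by pin transfer. Read-out basis: % PE-positive cells. Benchmarks: TNF-alpha high, DMSO low. Detection: immunofluorescence imaging. Buffer or medium: EGM-2, gelatin.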
# RAD52 inh – inhibitors of human RAD52 DNA annealing; P43351; recombinant RAD52 DNA annealing, FRET fluorescence; inhibition, % at 18.7 µM; 0.46% of 360,000 active; AID 651710;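 active means every replicate showing at least 50% inhibition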
# Cneo AK release – causes C. neoformans cell lysis; adenylate kinase release luminescence, 4 h; normalised: neutral wells 0, clomiphene wells 100; lysis activity, % at 15 µM; 0.2% of 360,000 active; AID 651654;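 active means mean lysis activity across replicates of at least 80%, whatever share of replicates individually reach that level; inactive means mean lysis activity below 80%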
#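 Assay system: log-phase C. neoformans yeast / Quantity: yeast cell density of 5 × 10^6 cells/mL / Medium: fresh YPD growth medium / Compound: single dose / Timing: static 4 h at 37 °C with compound, 1 h detection / Measured by: adenylate kinase release luminescence / Read-out: lysis from increased AK signal / Benchmarks: Clomiphene as positive lysis control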
# RAD54 branch – blocks human RAD54 Holliday junction branch migration | inhibition, % at 10.4 µM | AID 602329 | Q92698 | 0.14% of 360,000 active | FAM/BHQ fluorescence;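 active means mean normalized replicate activity at least 40 and at least half of replicates scoring 40 or more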;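 further: 0% = median of neutral control wells and 100% = median of positive control wells; inhibitors cause a drop in the FAM fluorescence signal; in these data hits start at about 50%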
# ERAP1 HTS inh – blocks human ERAP1 aminopeptidase activity; Q9NZ08; recombinant ERAP1, Leu-AMC fluorescence, 60 min; inhibition, % at 10.7 µM; 0.15% of 340,000 active; AID 652197;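 active means mean replicate inhibition of at least 30%, or all replicates individually reaching that 30% level; inactive means mean below 30% and not every replicate reaching it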;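 further: 0% = neutral control wells and 100% = L-leucinethiol positive control wells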
# Target sequence (Q9NZ08 whole entry, looked up): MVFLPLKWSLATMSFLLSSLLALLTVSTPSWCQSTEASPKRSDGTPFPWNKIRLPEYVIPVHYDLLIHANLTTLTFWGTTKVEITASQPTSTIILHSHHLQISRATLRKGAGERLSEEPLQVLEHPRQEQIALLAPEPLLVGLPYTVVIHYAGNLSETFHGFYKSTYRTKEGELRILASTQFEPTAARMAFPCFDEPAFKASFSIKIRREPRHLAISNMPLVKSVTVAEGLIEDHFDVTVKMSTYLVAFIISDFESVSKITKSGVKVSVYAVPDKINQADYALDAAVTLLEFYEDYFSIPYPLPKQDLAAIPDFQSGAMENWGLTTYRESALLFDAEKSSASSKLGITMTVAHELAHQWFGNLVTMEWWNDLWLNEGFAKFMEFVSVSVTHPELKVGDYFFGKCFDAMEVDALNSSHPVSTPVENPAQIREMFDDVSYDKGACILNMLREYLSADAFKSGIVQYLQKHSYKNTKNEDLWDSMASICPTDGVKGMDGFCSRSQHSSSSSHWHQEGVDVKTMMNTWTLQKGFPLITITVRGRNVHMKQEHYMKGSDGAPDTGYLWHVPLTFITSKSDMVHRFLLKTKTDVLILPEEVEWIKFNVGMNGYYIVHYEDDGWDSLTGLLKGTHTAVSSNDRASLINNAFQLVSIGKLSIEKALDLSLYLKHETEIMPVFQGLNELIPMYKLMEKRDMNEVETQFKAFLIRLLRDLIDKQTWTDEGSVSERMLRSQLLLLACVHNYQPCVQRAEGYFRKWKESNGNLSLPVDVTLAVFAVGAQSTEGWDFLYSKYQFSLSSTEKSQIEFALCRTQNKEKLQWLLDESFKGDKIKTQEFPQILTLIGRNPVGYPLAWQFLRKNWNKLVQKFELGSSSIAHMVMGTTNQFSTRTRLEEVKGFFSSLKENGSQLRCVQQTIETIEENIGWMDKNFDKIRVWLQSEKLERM
# PGC1a acetyl inh – lowers PGC1a acetylation signal in U2OS cells; inhibition, % at 15.6 µM; 0.17% of 350,000 active; AlphaScreen anti-acetyl-lysine; with virally co-expressed GCN5 acetyltransferase; AID 651687;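 active means every replicate shows inhibition of at least 40%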;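 further: 0% = neutral control wells and 100% = positive control wells; some results beyond the cut were filed as inactive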
# PglD DTNB – PglD (C. jejuni) enzyme inhibition; purified PglD enzyme, DTNB colorimetric CoA detection; inhibition, % at 12.5 µM; 0.098% of 360,000 active; in the data active means inhibition above about 16%, passing the limit was not always enough; further: strong numbers were not always called active
# miR122 inh – inhibitors of miR-122 in Huh7 cells. Huh7 miR-122 Renilla luciferase sensor, 48 h; neutral wells = 0, positive control = 100. activation (reporter increase), % at 12.5 µM. 0.3% of 340,000 active. AID 602342;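 active means mean replicate activation score at least 90 and every replicate individually at or above 90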;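 further: higher luciferase means less miR-122 activity so hits act as miR-122 inhibitors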
# An asterisk follows results filed as active; / = no result given; & = joins results of further samples; [ ] = another dose, or the depositor's remark.
[1] CCOc1ccc(-n2cc(C(=O)N3CCN(C)CC3)c3cc(OC)c(OC)cc3c2=O)cc1
[2] COc1ccc(C(=O)CNc2cccc(F)c2)cc1
[3] Cc1cc(=O)[nH]c(SCC(=O)N2CCCC(C)C2)n1 (configuration not stated)
[4] S=c1sc2c(Cl)ncnc2n1-c1ccccc1
[5] CCOc1ccc(S(=O)(=O)Nc2cccc(C(=O)N3CCN(c4cccc(OC)c4)CC3)c2)cc1
[6] CCC(=O)N1CC2(CN(Cc3cccnc3)C2)c2c(n(C)c3cc(OC)ccc23)[C@H]1CO
[7] CSc1cc(-c2ccc(Cl)cc2)n(Cc2ccccc2)c(=O)c1C#N
[8] O=C(c1ccccc1)N1CC(=O)N2[C@H](C1)[C@@H](c1ccc(-c3ccccc3)cc1)[C@@H]2CO
assay / compound	1	2	3	4	5	6	7	8
RAD54 branch	10	-4	2	6	-15	/	1	/
RAD52 inh	/	-16	-13	-10	-88	5	/	-23
Cneo AK release	0	-16	1	-1	-5	/	-1	/
ERAP1 HTS inh	/	1	2	14	0	0	/	-5
miR122 inh	-3	/	0	10	/	/	0	/
PGC1a acetyl inh	7	/	/	64*	/	4	-1	-4
PglD DTNB	-6	-2	3	-2	1	/	-2	/
E-sel inducer	/	-0.1	/	0.6	0.6	0.0	/	-0.1

[9] COC(=O)Cc1cc(=O)oc2cc(OC)ccc12
[10] O=C(c1cc(Br)ccc1Cl)N1CCN(c2ncccn2)CC1
[11] CCCCn1nc(C(=O)NCC(c2cccs2)N2CCOCC2)c2ccccc2c1=O (configuration not stated)
[12] O=C(O)COc1ccc(-c2nc(-c3ccccc3)c(-c3ccccc3)[nH]2)cc1
[13] CCC(=O)N1[C@H](CO)[C@@H]2c3ccccc3N(C(=O)NC(C)C)C[C@@H]21
[14] COCCNC(=O)[C@@H]1[C@@H](CO)[C@@H]2Cn3c(ccc(C4=CCCCC4)c3=O)[C@H]1N2C(=O)C1CCC1
[15] CCc1sc(N2[C@@H](C#N)[C@@H](c3ccccc3-c3cccc(C)c3)[C@@H]2CO)nc1C
[16] O=C(NCc1ccccc1)C(c1ccc(F)cc1)N(C(=O)c1csnn1)C1CCCC1 (configuration not stated)
assay / compound	9	10	11	12	13	14	15	16
RAD54 branch	-3	1	3	-4	19	-2	/	-5
RAD52 inh	2	1	8	0	3	8	4	-21
Cneo AK release	-2	-3	1	-2	0	-1	/	14
ERAP1 HTS inh	-3	2	-1	0	-1	-2	4	-1
miR122 inh	-4	9	2	2	-17[16.7 µM]	4[16.7 µM]	/	/
PGC1a acetyl inh	2	-3	-9	-4	0	-5	1	/
PglD DTNB	2	0	-3	0	-3	-5	/	1
E-sel inducer	/	/	0.1	-0.1	-0.4	-0.2	-0.2	0.2

[17] COc1cc(NC(=S)N2CCCC2)cc(OC)c1
[18] CC(=O)NCC(=O)N1CCCC(C(=O)c2ccc(Oc3ccccc3)cc2)C1 (configuration not stated)
[19] COc1ccc(S(=O)(=O)N2CCC(O)(c3cccnc3)CC2)cc1OC
[20] CCCC#Cc1ccc2c(c1)O[C@H](CN(C)Cc1ccccn1)[C@H](C)CN([C@@H](C)CO)S2(=O)=O
[21] CC(C)NCC(O)c1cc(O)cc(O)c1 (configuration not stated)
[22] COc1ccc(Cl)cc1NC(=O)NCCN1CCNC1=O
[23] CN(C)CCCNC(=O)CC(c1ccc(F)cc1)c1ccco1 (configuration not stated)
[24] CC1(C)NC(=S)NC1=S
assay / compound	17	18	19	20	21	22	23	24
RAD54 branch	-2	0	/	0	-6	/	-2	-1
RAD52 inh	-17	-7	-10	1	-9	-8	/	-16
Cneo AK release	-6	1	/	11	1	/	-1	0
ERAP1 HTS inh	-1	-2	-1	0	-1	-1	/	-4
miR122 inh	-1	-18	8	-6[16.7 µM]	-4	/	-1	-11
PGC1a acetyl inh	-4	/	28	-11	-3	-4	9	17
PglD DTNB	13	-5	/	3	7	/	4	4
E-sel inducer	-0.3	/	1.5	0.0	0.0	13	/	-0.2

# In the list so far, 2 have an NH in an aromatic ring.
[3] Cc1cc(=O)[nH]c(SCC(=O)N2CCCC(C)C2)n1 (configuration not stated)
[12] O=C(O)COc1ccc(-c2nc(-c3ccccc3)c(-c3ccccc3)[nH]2)cc1
assay / compound	3	12
RAD54 branch	2	-4
RAD52 inh	-13	0
Cneo AK release	1	-2
ERAP1 HTS inh	2	0
miR122 inh	0	2
PGC1a acetyl inh	/	-4
PglD DTNB	3	0
E-sel inducer	/	-0.1

# (continued)
[25] CC(C)C(=O)Nc1cc2c3c(c1)CCC(=O)N3CCC2
[26] C[C@@H]1CCCCO[C@@H](CN(C)C(=O)Nc2ccccc2)[C@H](C)CN([C@H](C)CO)C(=O)c2cc(NC(=O)NC3CCCCC3)ccc2O1
[27] Cc1cccc(C(=O)Nc2ccccc2C(=O)NCc2cccnc2)c1
[28] CCO[C@H]1OC(C(=O)N2CCN(C)CC2)=C[C@@H](c2ccc(Br)cc2)[C@@H]1CCCO
[29] COc1ccc(C(=O)N2CCC(C(=O)Nc3cccc(C)c3)CC2)cc1OC
[30] COc1cccc(NC(=O)c2ccccc2Oc2ccccc2)c1
[31] c1ccc(C2OCCN2c2ccccc2)cc1 (configuration not stated)
[32] Nc1cc(=O)[nH]c2nnc(SCC(=O)Nc3cccc4ccccc34)n12
assay / compound	25	26	27	28	29	30	31	32
RAD54 branch	-8	-1	7	-7&1	4	-3	-7	4
RAD52 inh	1	-12	-9	-2&7	-10	4	-2	-2
Cneo AK release	0	0	-1	-3&3	-1	1	0	1
ERAP1 HTS inh	0	3	17	-3&-1	8	-1	-3	-7
miR122 inh	-11	-9[16.7 µM]	-7	-2	/	-6	6	-4
PGC1a acetyl inh	-3	-5	/	-3&2	0	2	5	-1
PglD DTNB	3	-9	-1	-1&4	-4	4	0	2
E-sel inducer	/	/	0.6	0.1	/	/	0.1	/

# Just E-sel inducer and ERAP1 HTS inh, for some of the entries so far:
item	smiles	E-sel inducer	ERAP1 HTS inh
25	CC(C)C(=O)Nc1cc2c3c(c1)CCC(=O)N3CCC2	/	0
26	C[C@@H]1CCCCO[C@@H](CN(C)C(=O)Nc2ccccc2)[C@H](C)CN([C@H](C)CO)C(=O)c2cc(NC(=O)NC3CCCCC3)ccc2O1	/	3
27	Cc1cccc(C(=O)Nc2ccccc2C(=O)NCc2cccnc2)c1	0.6	17
28	CCO[C@H]1OC(C(=O)N2CCN(C)CC2)=C[C@@H](c2ccc(Br)cc2)[C@@H]1CCCO	0.1	-3&-1
29	COc1ccc(C(=O)N2CCC(C(=O)Nc3cccc(C)c3)CC2)cc1OC	/	8
30	COc1cccc(NC(=O)c2ccccc2Oc2ccccc2)c1	/	-1
31	c1ccc(C2OCCN2c2ccccc2)cc1 (configuration not stated)	0.1	-3

# (listing goes on)
[33] O=C(COC(=O)CNC(=O)c1ccccc1Cl)Nc1cc(C(F)(F)F)ccc1Cl
[34] COC(=O)c1ccccc1NC(=O)c1cc2ccccc2o1
[35] COCC#Cc1cnc2c(c1)C(=O)N([C@@H](C)CO)C[C@H](C)[C@H](CN(C)C(=O)Nc1ccccc1OC)O2
[36] COc1cc(C(CCN2CCCC2)c2c(OC)cc(OC)c3c(-c4ccccc4)cc(=O)oc23)cc(OC)c1OC (configuration not stated)
[37] CSc1ncccc1C(=O)OCC(=O)NCCCc1ccccc1
[38] COCCCNC(=O)CCN1N=C(c2ccccc2)CCC1=O
[39] C[C@@H](NC(=O)C[C@@H]1CC[C@@H]2[C@H](COC[C@@H](O)CN2Cc2cc(F)ccc2F)O1)c1ccccc1
[40] CC(C)Nc1nc(NCCN2CCCC2)c2sc(-c3ccccc3)cc2n1
assay / compound	33	34	35	36	37	38	39	40
RAD54 branch	3	-6	2	5	-8	-8	5	18
RAD52 inh	-9	-8	3	30	-14	2	-17	76*
Cneo AK release	2	-6	-3	5	-1	9	0	0
ERAP1 HTS inh	-1	-1	0	-11	4	3	2	16
miR122 inh	0	-1	-3[16.7 µM]	19	/	-2	1[16.7 µM]	-4
PGC1a acetyl inh	-2	2	-3	/	-18	7	-15	-2
PglD DTNB	5	-1	1	-2	-3	5	2	-6
E-sel inducer	-0.1	/	-2.0	0.1	/	-0.1	0.0	0.0

[41] CCOC(=O)c1ccc(NC2c3ccccc3C(=O)N2c2cccnc2)cc1 (configuration not stated)
[42] Cc1c(NC(=S)Nc2cccc(Cl)c2)c(=O)n(-c2ccccc2)n1C
[43] COc1ccc(NC(=S)N2CCC(C(=O)c3ccc(Cl)cc3)CC2)cc1
[44] CC(=O)c1c(C)[nH]c(C(=O)OCC(=O)N(C)c2c(N)n(Cc3ccccc3)c(=O)[nH]c2=O)c1C
[45] COc1ccc(CNC[C@H]2O[C@@H](n3ccc(=O)[nH]c3=O)[C@H](O)[C@@H]2O)cc1
[46] Cn1c(=O)oc2cc(S(=O)(=O)NCc3cccnc3)ccc21
[47] Clc1ccc(Cc2ccc(SCc3ccccc3)nn2)c(Cl)c1
[48] COC(=O)C1CCN(C(=O)C2CCCCC2)CC1
assay / compound	41	42	43	44	45	46	47	48
RAD54 branch	6	1	-6	-2	2	/	-5	-12
RAD52 inh	-9	-23	-8	1	-10	-131	0	/
Cneo AK release	0	0	0	-3	3	/	1	1
ERAP1 HTS inh	0	/	0	1	2	-2	1	/
miR122 inh	0	-1	0	/	-4	/	-2	-2
PGC1a acetyl inh	4	0	6	/	2	0	/	-4
PglD DTNB	2	-1	11	2	2	/	-1	1
E-sel inducer	4.6	-0.2	/	/	0.9	7.1	/	/

[49] C/C=C/c1ccc([C@H]2[C@H](CO)N[C@@H]2CN(CC)C(=O)c2cccnc2)cc1
[50] CO[C@@H]1CN(C)C(=O)c2cc(NC(=O)c3cc(C)on3)ccc2OC[C@H](C)NC[C@@H]1C
[51] Cc1ccc(S(=O)(=O)c2c(N)n(CCCN(C)C)c3nc4ccccc4nc23)cc1
[52] CSc1ncccc1C(=O)OCC(=O)Nc1nc(C)c(Cl)cc1Cl
[53] COc1cc(C(=O)Nc2nc3ccc(C)cc3s2)ccc1OCc1c(C)noc1C
[54] Cc1cc(=O)n2c3ccccc3n(C)c2n1
[55] CC(C)(C)NC(=O)NC(=O)CN1CCN(S(=O)(=O)/C=C/c2ccccc2)CC1
[56] CCOc1ccc(C(=O)NCC(=O)N2CCCCCCC2)cc1
assay / compound	49	50	51	52	53	54	55	56
RAD54 branch	-1	7	-20	-3	1	-1	15	-1
RAD52 inh	-67	-12	1	-21	/	-6	0	1
Cneo AK release	44	-1	4	0	0	2	20	0
ERAP1 HTS inh	-3	/	/	4	/	2	0	0
miR122 inh	21[16.7 µM]	/	-5	0	6	-5	/	7
PGC1a acetyl inh	-3	12	-5	3	-22	6	/	-8
PglD DTNB	-1	5	-7	-4	2	3	-5	3
E-sel inducer	-0.1	-0.2	0.1	-0.1	/	3.0	/	/

[57] COc1ccc(CNC(=O)CS(=O)(=O)Cc2nc(-c3ccc(OC)cc3)oc2C)cc1
[58] CC(C)Nc1nc(Nc2ccc(C(N)=O)cc2)c2sccc2n1
[59] C[C@@H]1CCCCO[C@@H](CN(C)S(=O)(=O)c2cn(C)cn2)[C@@H](C)CN([C@H](C)CO)C(=O)c2cc(NC(=O)Nc3ccccc3)ccc2O1
[60] O=C(COc1ccc2c(c1)CCC2)Nc1ccccn1
[61] Cc1cc(NC(=O)COc2ccc3c(C)c(C)c(=O)oc3c2)no1
[62] Cc1ccccc1NC(NC(=O)c1cccs1)C(Cl)(Cl)Cl (configuration not stated)
assay / compound	57	58	59	60	61	62
RAD54 branch	0	14	-1	-6	2	-17
RAD52 inh	-12	11	21	-10	5	/
Cneo AK release	24	-9	2	-10	1	-5
ERAP1 HTS inh	-4	1	6	0	0	/
miR122 inh	-9	-4	9[16.7 µM]	-4	-1	3
PGC1a acetyl inh	-23	-4	-2	-6	1	-2
PglD DTNB	4	-3	1	-4	0	6
E-sel inducer	/	2.4	-0.1	/	4.5	/
